NALP1 yeast inh: NALP1 inflammasome inhibitors in reconstituted yeast, colorimetric, S. cerevisiae, triplicate retest; S. cerevisiae NALP1/ASC/caspase-1 growth, X-gal OD620, 72 h; inhibition, % at 10 µM; 280,000 tested, 0.61% active; AID 2071, 2009; in the data active means inhibition mostly above about 24%, no sharp cut-off; inactive means mostly below about 32%; further: some compounds called inactive have numbers as strong as hits
IDE inh: human IDE inhibitors in live cells, primary screen, fluorescence polarization, HEK cells, FAbetaB substrate. FAbetaB cleavage. inhibition, % at 5.59 µM. 320,000 tested, 0.41% active. AID 434962, 2010;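 active means percent inhibition above the average of all tested compounds plus 3 SD, set per screening campaign, cut at about 16% in these data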;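 further: IDE supplied by intact live HEK cells; FP after avidin binding of uncleaved biotin substrate so inhibition keeps polarization high; 0% = DMSO wells and 100% = 60 µM reference IDE inhibitor Ii1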
M18AAP inhibitor: PfM18AAP inhibitors, malaria aminopeptidase, primary screen, biochemical, QFRET, recombinant enzyme; inhibition, % at 7.35 µM; M18 aspartyl aminopeptidase (Plasmodium falciparum 3D7); 290,000 tested, 1.2% active; H-Glu-NHMec fluorogenic cleavage; AID 1822, 2009;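 active means inhibition above the campaign mean inhibition over all tested compounds plus 3 SD, cut at about 28% in these data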;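 further: 0% = plate median of test compound wells and 100% = 2 mM ZnCl2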
MEKK2wt PB1 HTS: modulators of MEK5 binding to wildtype MEKK2, primary screen, biochemical, multiplex bead flow cytometry, Alexa488-MEK5 | Alexa488-MEK5 binding to MEKK2 WT; actives lie on both sides | binding response (% of control), % at 10 µM | 290,000 tested, 1.1% active | AID 1531, 2009; in the data active means binding response below about 67% or above about 130%
MEKK3 PB1 HTS: modulators of MEKK3-MEK5 PB1 binding, primary screen, biochemical, wildtype MEKK3, multiplex bead flow cytometry, Alexa488-MEK5; binding response (% of control), % at 10 µM; 290,000 tested, 1.4% active; Mitogen-activated protein kinase kinase kinase 3 (Homo sapiens), Q99759; bead-based flow cytometry, Alexa488-MEK5 binding to MEKK3; actives lie on both sides; 0 = blocked by unlabeled MEK5, 100 = vehicle; AID 1529, 2009;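 active means binding response more than 3 SD above or below the average of its plate-row segment, actives on both sides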;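 further: Alexa488 bead fluorescence after subtracting the streptavidin-only scavenger bead signal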
Target sequence (Q99759 whole entry, looked up): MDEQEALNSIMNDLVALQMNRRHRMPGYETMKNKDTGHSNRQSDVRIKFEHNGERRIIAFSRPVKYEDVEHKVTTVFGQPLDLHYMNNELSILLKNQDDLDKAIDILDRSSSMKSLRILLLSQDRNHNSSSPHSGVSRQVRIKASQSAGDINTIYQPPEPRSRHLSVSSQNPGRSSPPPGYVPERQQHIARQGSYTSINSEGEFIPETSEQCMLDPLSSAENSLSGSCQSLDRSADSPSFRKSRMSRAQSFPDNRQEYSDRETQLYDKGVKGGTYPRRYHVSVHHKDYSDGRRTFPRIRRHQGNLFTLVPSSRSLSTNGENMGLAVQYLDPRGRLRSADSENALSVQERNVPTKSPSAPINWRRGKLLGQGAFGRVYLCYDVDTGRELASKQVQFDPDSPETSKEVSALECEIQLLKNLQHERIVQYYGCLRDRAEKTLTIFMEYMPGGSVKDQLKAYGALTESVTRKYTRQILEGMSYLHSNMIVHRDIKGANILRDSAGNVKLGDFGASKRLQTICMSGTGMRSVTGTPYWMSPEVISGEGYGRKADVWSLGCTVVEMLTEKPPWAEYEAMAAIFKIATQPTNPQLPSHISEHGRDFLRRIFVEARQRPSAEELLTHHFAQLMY
MEKK2mut PB1 HTS: MEK5 binding signal on mutant MEKK2 PB1, primary screen, biochemical, multiplex bead flow cytometry, Alexa488-MEK5 | 290,000 tested, 0.35% active | Alexa488-MEK5 binding to MEKK2 mutant | percent response, % at 10 µM; in the data active means percent response above about 24%, passing the limit was not always enough; further: inactives centre near 1; some results filed as inactive read as strong as hits; reference of the scale not given here
SUMO HTRF inh: inhibitors of in vitro SUMOylation cascade, primary screen, biochemical, HTRF, uHTS | AID 2006, 2009 | 290,000 tested, 0.36% active | HTRF SUMOylation assay, SAE1/SAE2 + UBC9 | inhibition, % at 35 µM | SUMO-conjugating enzyme UBC9 (Homo sapiens), P63279; in the data active means inhibition above about 50%, passing the limit was not always enough; further: strong numbers were not always called active
Target sequence (P63279 whole entry, looked up): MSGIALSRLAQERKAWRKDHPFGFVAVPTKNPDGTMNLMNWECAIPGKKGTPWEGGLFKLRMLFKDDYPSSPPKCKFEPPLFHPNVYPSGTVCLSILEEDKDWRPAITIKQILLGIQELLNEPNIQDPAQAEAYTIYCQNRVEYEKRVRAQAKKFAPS
pCIP destab: p/CIP-EGFP fusion destabilizers, primary screen, fluorescence, F442A cells; Q05BA5; 16 h; decrease of EGFP signal, % at 10 µM; 290,000 tested, 0.01% active; AID 1984, 2009;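 active means EGFP signal decrease of at least 30% at 10 µM or well 3 SD below plate mean, unless failing retest; inactive means the rest, including hits failing retest or dose response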; further: some compounds called inactive have numbers as strong as hits; many of its hits are not listed in these tables
IDE act: human IDE activators in live cells, primary screen, fluorescence polarization, HEK cells, FAbeta-B substrate | Insulin-degrading enzyme (Homo sapiens), P14735 | FAbeta-B cleavage; 0% vehicle, 100% cell-free pure enzyme wells | activation, % at 5.96 µM | 340,000 tested, 0.073% active;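 active means activation above the mean of all tested compounds plus 3 SD, set per screening campaign, cut at about 17% in these data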
* marks the source's active call; other numbers are inactive results; x = no result given. A portion of the library; count on the stated rates, not on these rows.

SMILES	NALP1 yeast inh	IDE inh	M18AAP inhibitor	MEKK2wt PB1 HTS	MEKK3 PB1 HTS	MEKK2mut PB1 HTS	SUMO HTRF inh	pCIP destab	IDE act
CCOC(=O)N1CCN(c2c(N3CCN(c4ccccc4OC)CC3)c(=O)c2=O)CC1	x	2	-6	107	101	2	-4	-12	8
CCN(CC(=O)Nc1ccccc1OC)C(=O)C1CC2C=CC1C2 (stereo not given)	1	3	0	108	104	0	0	-4	10
CC(C)CCn1c(SCC(=O)OCn2nnc3ccccc3c2=O)nc2ccccc2c1=O	0	-5	-3	96	99	-1	-8	-2	-3
O=C(Nc1ccc2cn[nH]c2c1)c1ccccc1F	15	5	-1	97	95	-1	-9	-7	-4
O=C(c1cccs1)N(C(=O)c1cccs1)c1ccc(Br)cn1	33	-4	14	96	99	1	14	-2	2
COc1cccc(-n2c(SCC(N)=O)nc3c([nH]c4ccccc43)c2=O)c1	-5	0	5	x	x	x	6	7	1
N#Cc1cnc2ncnn2c1-c1ccccc1	7	-4	56*	98	104	0	13	3	-1
Cc1ccc(/C=N/n2c(-c3ccccn3)n[nH]c2=S)o1	13	2	-6	100	102	-4	-2	8	-2
Cc1nnc(SCC(=O)Nc2sc3c(c2C#N)CCCCC3)n1N	7	6	7	100	98	2	7	-18	5
COc1cccc(C2CC(=O)NC3=C2C(=O)CCC3)c1 (stereo not given)	-12	-2	3	103	103	8	-1	-5	0
Cc1ccc2cccc(SCC(=O)NCc3ccco3)c2n1	-2	-4	-4	97	103	2	28	-20	2
O=C(COc1ccc(Cl)cc1Cl)NC(=O)c1ccccc1	17	0	-11	97	97	3	9	-7	7
Nn1cc(-c2ccccc2)nc1SCC(=O)Nc1ccc2c(c1)OCO2	10	3	6	104	122	0	-4	-3	0
CCOC(=O)CSc1cc(CS(=O)(=O)c2ccccc2)nc(-c2ccccc2)n1	7	-1	13	100	102	0	16	0	-2
CCOC(=O)C1(CC2CC2)CCN(Cc2cnc(N(C)C)s2)CC1	2	3	-9	88	101	-9	9	-2	17*
c1ccc(CSc2nc3ccccc3[nH]2)cc1	x	2	1	96	93	-15	8	7	-4
COc1cccc(C2=NOC(C(=O)N3CCc4ccccc4C3)C2)c1 (stereo not given)	-11	-2	-4	104	105	3	-2	-3	8
O=C(NCc1cccnc1)C1CCCN(S(=O)(=O)c2ccc(Br)cc2)C1 (stereo not given)	21	2	6	104	101	6	14	-6	1
O=c1c2c([nH]c3ccccc13)C(=C1CCCC1)CC2	-1	0	3	100	100	4	-4	-7	6
C=CCn1c(SCc2c(F)c(F)c(F)c(F)c2F)nc(O)cc1=O	7	-5	0	103	105	3	13	-10	-1

Reformatted with two lines to a compound: entries from further up
Order of values: NALP1 yeast inh | IDE inh | M18AAP inhibitor | MEKK2wt PB1 HTS | MEKK3 PB1 HTS | MEKK2mut PB1 HTS | SUMO HTRF inh | pCIP destab | IDE act
> O=C(NCc1cccnc1)C1CCCN(S(=O)(=O)c2ccc(Br)cc2)C1 (stereo not given)
 : 21 | 2 | 6 | 104 | 101 | 6 | 14 | -6 | 1
> C=CCn1c(SCc2c(F)c(F)c(F)c(F)c2F)nc(O)cc1=O
 : 7 | -5 | 0 | 103 | 105 | 3 | 13 | -10 | -1

Next part:
SMILES	NALP1 yeast inh	IDE inh	M18AAP inhibitor	MEKK2wt PB1 HTS	MEKK3 PB1 HTS	MEKK2mut PB1 HTS	SUMO HTRF inh	pCIP destab	IDE act
Cc1nn(C)c(Cl)c1/C=N/OC(=O)c1ccccc1	-20	0	1	99	99	-2	7	4	2
CCOC(=O)c1c(C)[nH]c(C)c1C(=O)COC(=O)c1ccc(OC)c(OC)c1	-6	0	-13	114	125	-1	1	-6	5
O=c1oc2ccccc2n1CSC1=NCCS1	31	2	0	98	98	2	-2	8	7
COCCCNC(=O)CN(CCc1ccccc1)S(=O)(=O)c1ccccc1	0	11	1	91	102	-1	-3	6	-1
COc1ccc(Cl)cc1NC(=O)CCn1cnc2ccccc2c1=O	12	6	2	103	105	8	23	-10	-1
O=C(COC(=O)c1ccncc1)c1ccc(Br)cc1	-6	5	4	96	100	-7	10	-18	2
CCCCn1c(-c2cccnc2)n[nH]c1=S	3	1	30*	110	102	26	-1	8	-2
CC(=O)c1ccc(OCCCC(=O)Nc2cc(S(=O)(=O)N(C)C)ccc2C)cc1	4	2	-1	104	99	1	8	-2	4
CC(C)Cn1cc(Cl)c(=O)n(CC(C)C)c1=O	14	3	11	102	105	1	12	-16	2
O=C(Nc1ccccc1F)C1CC1c1ccccc1 (stereo not given)	41	0	-7	97	98	-1	-2	-14	3
Cc1c(C(=O)NCCCN2CCOCC2)sc2nc(-c3ccc(F)cc3)cn12	10	-3	-3	103	101	1	1	2	-6
Cc1ccc(S(=O)(=O)N2CCCCC2)cc1C(=O)NCC1CCCO1 (stereo not given)	2	3	1	95	95	-3	-3	9	2
O=C(Cc1ccccc1)NC(NNc1ccccc1)(C(F)(F)F)C(F)(F)F	0	-2	6	95	91	0	3	-8	3
Oc1ccccc1/C=N/n1c(COc2ccccc2)n[nH]c1=S	-23	7	28*	95	96	5	19	-3	-1
Cc1nn(-c2ccccc2)c(C)c1NC(=O)CCl	x	3	-9	107	138*	1	12	1	4
COc1ccc(NC(=O)CN2CCC3(O)CCCCC3C2c2ccccc2OC)cc1 (stereo not given)	10	x	-4	109	107	6	0	4	x
COCCn1cnnc1SCC(=O)c1ccc(S(=O)(=O)N2CCCC2)cc1	17	1	7	105	104	7	21	-5	2
CCOC(=O)c1cc2c(ccn2C)n1CC(=O)N1CCN(c2ccccc2)CC1	16	3	12	97	97	1	19	-7	0
O=C(COC(=O)c1ccc2c(c1)OCO2)NC1CCS(=O)(=O)C1 (stereo not given)	8	3	-11	95	87	2	-12	1	-1
CCN(CC)C(=O)N1CCN(S(=O)(=O)c2ccccc2)CC1	3	-1	1	90	99	-12	8	-18	2

Profiles from above.
`Cc1c(C(=O)NCCCN2CCOCC2)sc2nc(-c3ccc(F)cc3)cn12` reads NALP1 yeast inh = 10; IDE inh = -3; M18AAP inhibitor = -3; MEKK2wt PB1 HTS = 103; MEKK3 PB1 HTS = 101; MEKK2mut PB1 HTS = 1; SUMO HTRF inh = 1; pCIP destab = 2; IDE act = -6
`CCCCn1c(-c2cccnc2)n[nH]c1=S` reads NALP1 yeast inh = 3; IDE inh = 1; M18AAP inhibitor = 30*; MEKK2wt PB1 HTS = 110; MEKK3 PB1 HTS = 102; MEKK2mut PB1 HTS = 26; SUMO HTRF inh = -1; pCIP destab = 8; IDE act = -2

More compounds follow:
SMILES	NALP1 yeast inh	IDE inh	M18AAP inhibitor	MEKK2wt PB1 HTS	MEKK3 PB1 HTS	MEKK2mut PB1 HTS	SUMO HTRF inh	pCIP destab	IDE act
Cc1cc(C(=O)N2CCN(c3cc(Cl)ccc3C)CC2)on1	13	0	-3	101	98	1	16	5	-5
CCOc1ccc(N(C)c2ccc(/C=C3/SC(=S)NC3=O)cc2)cc1	7	14	2	85	95	-5	23	-16	-38
COc1ccccc1N1CCN(C(=O)C2CCC(Cn3c(=S)[nH]c4ccccc4c3=O)CC2)CC1 (stereo not given)	-3	4	-3	81	73	-17	8	1	11
Nc1ccc2nc(-c3cccnc3)[nH]c2c1	12	0	6	102	112	0	0	4	-2
CN1C(=S)SC(C)(NO)C1(C)C (stereo not given)	18	-9	9	102	103	2	11	-16	4
O=S1(=O)N=C(N2CCc3ccccc3C2)c2ccccc21	5	-1	7	102	98	1	-2	-15	4
Cc1nc(NCc2ccccc2)c(C(N)=O)c2c1COC(C)(C)C2	38*	3	-3	103	102	17	36	1	2
CCOC(=O)C1=C(C)N(Cc2ccccc2)C(=O)NC1c1ccccc1OS(=O)(=O)c1ccccc1[N+](=O)[O-] (stereo not given)	x	-6	x	97	104	2	x	x	-2
Cc1ccc(S(=O)(=O)/N=C(/Nc2ccc3[nH]c(=O)[nH]c3c2)c2ccc(F)cc2)cc1	2	-1	-3	109	104	9	4	-5	-1
CCOc1c(Br)cc(/C=C(\C#N)C(=O)NC2CC2)cc1OC	-3	-1	14	107	106	9	9	-14	-3
O=C(NCc1ccccn1)C(=O)NCC1OCCCN1S(=O)(=O)c1ccc(F)cc1 (stereo not given)	14	3	-2	103	100	4	0	1	7
NCCNc1cc(N2CCCC2)ccc1[N+](=O)[O-]	0	3	-3	105	101	-1	-2	-8	3

Reformatted as labelled records: part of the list above
CN1C(=S)SC(C)(NO)C1(C)C (stereo not given)
  NALP1 yeast inh: 18
  IDE inh: -9
  M18AAP inhibitor: 9
  MEKK2wt PB1 HTS: 102
  MEKK3 PB1 HTS: 103
  MEKK2mut PB1 HTS: 2
  SUMO HTRF inh: 11
  pCIP destab: -16
  IDE act: 4
CCOc1c(Br)cc(/C=C(\C#N)C(=O)NC2CC2)cc1OC
  NALP1 yeast inh: -3
  IDE inh: -1
  M18AAP inhibitor: 14
  MEKK2wt PB1 HTS: 107
  MEKK3 PB1 HTS: 106
  MEKK2mut PB1 HTS: 9
  SUMO HTRF inh: 9
  pCIP destab: -14
  IDE act: -3
O=C(NCc1ccccn1)C(=O)NCC1OCCCN1S(=O)(=O)c1ccc(F)cc1 (stereo not given)
  NALP1 yeast inh: 14
  IDE inh: 3
  M18AAP inhibitor: -2
  MEKK2wt PB1 HTS: 103
  MEKK3 PB1 HTS: 100
  MEKK2mut PB1 HTS: 4
  SUMO HTRF inh: 0
  pCIP destab: 1
  IDE act: 7
Cc1nc(NCc2ccccc2)c(C(N)=O)c2c1COC(C)(C)C2
  NALP1 yeast inh: 38*
  IDE inh: 3
  M18AAP inhibitor: -3
  MEKK2wt PB1 HTS: 103
  MEKK3 PB1 HTS: 102
  MEKK2mut PB1 HTS: 17
  SUMO HTRF inh: 36
  pCIP destab: 1
  IDE act: 2

Shown as a hit in IDE act, of those listed so far:
SMILES	NALP1 yeast inh	IDE inh	M18AAP inhibitor	MEKK2wt PB1 HTS	MEKK3 PB1 HTS	MEKK2mut PB1 HTS	SUMO HTRF inh	pCIP destab	IDE act
CCOC(=O)C1(CC2CC2)CCN(Cc2cnc(N(C)C)s2)CC1	2	3	-9	88	101	-9	9	-2	17*
